IDH1 R132H inh = qHTS for Inhibitors of mutant isocitrate dehydrogenase 1 (IDH1): qHTS | IDH1-R132H enzyme, NADPH consumption, diaphorase/resazurin fluorescence | 390,000 tested, 0.093% active | Potency, µM (doses to about 76.6 µM), inactives show top-dose activity change, negative = inhibition, usual class: inhibitors; also: potency is read from the fitted curve at half-maximal effect; % is scaled to controls: 0 for no effect and ±100 for the full control effect; nearly all actives have a fitted effect of over 65% in size
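IDH1-R132H (0.5 ug/mL) preincubated 30 min with compound, then NADPH (0.016 mM) and alpha-KG (2 mM) added; 80 min at RT, pH 7.5. Remaining NADPH coupled via diaphorase/resazurin to fluorescence (540/590 nm); concentration-response curves normalized to no-enzyme control.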
Glioma ERSR ind = qHTS for Inducers of the Endoplasmic Reticulum Stress Response (ERSR) in Human Glioma: qHTS; U87-MG GRP78 promoter luciferase reporter, 16 h; Potency, µM, for inactives: at the top dose activation, most hits filed as activators; 420,000 tested, 0.02% active; AID 602332, 2012; also: potency is read from the fitted curve at half-maximal effect; series mostly up to about 76 µM; % of control where 0% means no effect; nearly all actives have a fitted effect of over 35% in size
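Stably transfected U87-MG human glioma cells carrying a GRP78-based luminescent sensor were seeded at 1000 cells/well, pin-dosed with compounds and incubated 16 h. Luciferase reagent was then added, and end-point luminescence was read after 10 min at room temperature.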
rTrxR1 inhibitor = qHTS Assay for Inhibitors of Mammalian Selenoprotein Thioredoxin Reductase 1 (TrxR1): qHTS; Thioredoxin reductase 1, cytoplasmic (Rattus norvegicus), O89049; recombinant rTrxR1, NADPH fluorescence consumption, selenite substrate; Potency, µM (doses to about 114 µM), for the others: at the highest dose activity change, negative = inhibition, actives largely listed as inhibitors; 390,000 tested, 1% active; also: potency is read from the fitted curve at half-maximal effect; % is scaled to controls: 0 for no effect and ±100 for the full control effect; nearly all actives have a fitted effect of over 65% in size
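Rat TrxR1 (90 nM in the dispensed reagent) was pre-reduced with 400 uM NADPH for 5 min at room temperature, then incubated with compound for 15 min. After 400 uM selenite was added, NADPH fluorescence (Ex 340/Em 450 nm) was followed for 8 min.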
USP1-UAF1 inh = Inhibitors of USP1/UAF1: Primary Screen; AID 743255, 2014; Potency, µM (doses to about 57.1 µM), for the others: at the highest dose activity change, negative = inhibition, usual class: inhibitors; recombinant USP1/UAF1, Ub-Rhodamine cleavage fluorescence; 390,000 tested, 0.23% active; also: potency is read from the fitted curve at half-maximal effect; % is scaled to controls: 0 for no effect and ±100 for the full control effect; nearly all actives have a fitted effect of over 60% in size; inactives centre near -12
Target sequence (O94782 whole entry, looked up): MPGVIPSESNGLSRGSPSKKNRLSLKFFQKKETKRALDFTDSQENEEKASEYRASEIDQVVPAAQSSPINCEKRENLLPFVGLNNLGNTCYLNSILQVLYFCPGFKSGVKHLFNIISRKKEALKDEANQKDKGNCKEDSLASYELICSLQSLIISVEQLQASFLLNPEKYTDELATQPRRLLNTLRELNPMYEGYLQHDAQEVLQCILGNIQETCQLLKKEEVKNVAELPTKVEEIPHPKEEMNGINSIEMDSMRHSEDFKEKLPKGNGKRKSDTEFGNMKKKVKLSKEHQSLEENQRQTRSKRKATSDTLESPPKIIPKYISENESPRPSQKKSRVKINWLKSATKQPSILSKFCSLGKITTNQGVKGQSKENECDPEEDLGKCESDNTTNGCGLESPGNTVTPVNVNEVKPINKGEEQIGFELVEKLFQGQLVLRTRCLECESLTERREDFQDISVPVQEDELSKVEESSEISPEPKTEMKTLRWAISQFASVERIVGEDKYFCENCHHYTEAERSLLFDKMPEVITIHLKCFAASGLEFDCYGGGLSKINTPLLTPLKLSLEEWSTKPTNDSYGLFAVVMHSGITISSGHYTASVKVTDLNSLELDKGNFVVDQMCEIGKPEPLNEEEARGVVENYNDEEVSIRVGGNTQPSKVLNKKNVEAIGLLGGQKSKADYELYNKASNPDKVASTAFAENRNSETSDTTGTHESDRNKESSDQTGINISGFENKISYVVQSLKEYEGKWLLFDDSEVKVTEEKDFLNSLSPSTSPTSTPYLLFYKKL
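In this screen, compounds sit with the deubiquitinase complex (1nM) for 15 min at room temperature before Ub-Rho is added at 150nM final. Fluorescence rise is then followed for 6 reads every 60 seconds.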
RGS4 inhibitor = Inhibitors of Regulator of G Protein Signaling (RGS) 4: qHTS; Potency, µM (series often up to 114 µM), for the others: at the top dose activity change, negative = inhibition, usual class: inhibitors; 390,000 tested, 0.039% active; Regulator of G-protein signaling 4 (Homo sapiens), P49798; AID 504845, 2011; Transcreener GDP fluorescence polarization, RGS4-accelerated GTP hydrolysis; also: potency is read from the fitted curve at half-maximal effect; % is scaled to controls: 0 for no effect and ±100 for the full control effect; nearly all actives have a fitted effect of over 75% in size; some results filed as inactive show a strong effect at the top dose
Target sequence (P49798 whole entry, looked up): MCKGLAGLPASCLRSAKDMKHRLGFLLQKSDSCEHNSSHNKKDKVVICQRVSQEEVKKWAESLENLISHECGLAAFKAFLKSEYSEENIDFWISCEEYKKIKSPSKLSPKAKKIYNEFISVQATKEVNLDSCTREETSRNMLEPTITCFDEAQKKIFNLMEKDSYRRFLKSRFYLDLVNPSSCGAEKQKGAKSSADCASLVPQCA
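MLSMR compounds (23 nl, pin-transferred) preincubated 10 min at room temperature with a 500nM (2x) first reagent, then RGS4 at 900nM (2x) plus Transcreener GDP mix added; fluorescence polarization (620/688 nm) read before and after 90 min at 30 °C.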
LDHA block = qHTS assay for inhibitors of human lactate dehydrogenase | 480,000 tested, 0.15% active | AID 1347041, 2019 | activity change, % (values are at about 110 or 230 µM) | purified LDHA, NADH/diaphorase-resazurin fluorescence; active compounds read low; in the data active = activity change below about -30%; inconclusive = mostly about -25% to -30%;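 also: plate controls were DMSO wells for no effect and wells without enzyme for full effect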
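Enzyme activity of human lactate dehydrogenase 5 (2 nM; 0.06 mM NADH, 0.2 mM pyruvate, 5 min, RT) is measured via a resazurin/diaphorase fluorescence readout of residual NADH.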
Vif-A3G inh = qHTS for Inhibitors of Vif-A3G Interactions: qHTS. HeLa A3G-eYFP + Vif (tagged APOBEC3G with the HIV-1 protein that degrades it), YFP fluorescence, overnight. Potency, µM (highest dose often 46.1 µM), for the others: at the top dose activity, negative = active, hits mostly inhibitors. 410,000 tested, 0.076% active;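 also: potency is read from the fitted curve at half-maximal effect; % is scaled to controls: 0 for no effect and ±100 for the full control effect; nearly all actives have a fitted effect of over 60% in size; hits raise eYFP signal because A3G escapes Vif-driven loss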
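Read-out is eYFP fluorescence (Ex 488/Em 500-530) from Vif-expressing HeLa A3G-eYFP cells; more signal means A3G escaped Vif-mediated degradation. Cells plated overnight, compound pinned in, incubated overnight at 37 deg C.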
TrxR1 substrate = qHTS Assay for Substrates of Mammalian Selenoprotein Thioredoxin Reductase 1 (TrxR1): qHTS. Thioredoxin reductase 1, cytoplasmic (Rattus norvegicus), O89049. purified TrxR1 substrate turnover, NADPH consumption readout. Potency, µM (doses to about 114 µM), inactives show at the top dose activity change, negative = substrate turnover. 390,000 tested, 0.01% active; also: potency is read from the fitted curve at half-maximal effect; % is scaled to controls: 0 for no effect and ±100 for the full control effect; nearly all actives have a fitted effect of over 50% in size
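Rat TrxR1, dispensed at 90 nM, was prereduced with 400 uM NADPH (final) for 5 min at ~22 deg C, then incubated with compound 15 min before 400 uM selenite. A first-read NADPH fluorescence drop versus no-compound background flagged substrates.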
Vif-A3F inh = qHTS for Inhibitors of Vif-A3F Interactions: qHTS. Potency, µM (top dose mostly 46.1 µM), for the others: at the top dose activity, negative = active. HeLa A3F-eYFP + Vif (tagged APOBEC3F with the HIV-1 protein that degrades it), YFP fluorescence increase. 390,000 tested, 0.2% active. AID 602313, 2012; also: potency is read from the fitted curve at half-maximal effect; % of control where 0% means no effect; nearly all actives have a fitted effect of over 65% in size
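HeLa cells stably expressing Vif plus C-terminally eYFP-tagged A3F were seeded, incubated overnight at 37 deg C, dosed with compound, incubated overnight again at 37 deg C. Yellow fluorescence (Ex 488/Em 500-530) reported blocked Vif-mediated A3F-eYFP degradation.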
An asterisk follows results filed as active; ? = inconclusive; . = not tested or not shown; [ ] = dose if it differs, or a comment. Unless noted, calls follow the shape of the dose curve; as a rule, active = well fitted curve in the direction sought with a large enough effect; inconclusive = small, poorly fitted or top-dose-only effect, or another doubt; inactive = no such curve, though single readings can be large; an effect the other way counts as inactive or inconclusive.

Results follow in this order: IDH1 R132H inh	Glioma ERSR ind	rTrxR1 inhibitor	USP1-UAF1 inh	RGS4 inhibitor	LDHA block	Vif-A3G inh	TrxR1 substrate	Vif-A3F inh
Cc1ccc(-c2nc(COC(=O)C3=NN(c4ccccc4)C(=O)CC3)cs2)cc1
 : -4%	0%	-10%	-17%	-17%	-2	-2%	-11%	-1%
CCC(C)N1CCN(C(=O)c2cc(OC)cc(OC)c2)CC1 (stereo unspecified)
 : 0%	-5%	22%	-14%	-17%	-19	0%	-2%	1%
O=C(Cc1ccc(Cl)cc1)Nc1ccc2nn(-c3ccccc3)nc2c1
 : 4%	-3%	15%	?	-12%	0	-5%	32%[activator]	-10%
CCN(CC)S(=O)(=O)c1cccc(N=Nc2sc(N)nc2C)c1
 : 3%	-7%	16%	-26%	-10%	-2	-14%	-4%	0%
Cc1cccc2cc(CN(CCN3CCCC3)C(=O)NC3CCCCC3)c(=O)[nH]c12
 : 3%	-3%	7%	-18%	?	-5	-2%	11%	-8%
Cc1noc(C)c1CSc1nnc(-c2ccccc2)n1N
 : 6%	3%	14%[0.457 µM]	-7%	?	-1	-1%	1%	-7%
CC(=O)N1CCN=C1SCc1cccc(F)c1
 : 3%	-4%	27%	-4%	27%	-11	2%	1%	1%
Cc1ccc2cc(C)c(Sc3nnnn3-c3ccccc3)nc2c1
 : 6%	-3%	2%	-15%	-31%	-1	0%	-4%	5%
CC(C)COc1ccc(C(=O)N(Cc2ccco2)C2CCS(=O)(=O)C2)cc1 (stereo unspecified)
 : 4%	-5%	6%[57.1 µM]	-8%	2%	-3	4%	15%[57.1 µM]	-1%
Cc1ccc(CN2CCN(C3CCN(C(=O)Nc4ccccc4C(F)(F)F)CC3)C(=O)C2=O)cc1
 : 1%	-5%	0%[57.1 µM]	?	42%	-15	0%	-11%[57.1 µM]	0%
O=C(N/N=C/c1cccc(O)c1)c1ccc2c(c1)OCCO2
 : -2%	-11%	34%	-18%	-9%	-11	2%	2%	8%
c1ccc2c(CCNc3ncnc4nc[nH]c34)c[nH]c2c1
 : 11%	-2%	16%	-28%	4%	-1	-18%	7%	2%
O=C(NCC(c1cccnc1)N1CCOCC1)c1cccc(Cl)c1 (stereo unspecified)
 : -6%	-6%	-18%[57.1 µM]	2%	34%	2	0%	5%[57.1 µM]	-10%
COc1ccc(/C=N/OCC(=O)NC(c2ccccc2)c2ccccc2)c(OC)c1
 : 10%	-2%	-7%	-10%	-37%	-4	2%	-6%	7%
CCOC(=O)c1ccccc1NC(=O)c1ccccc1N(C)S(C)(=O)=O
 : 1%	-4%	5%	-3%	0%	-6	2%	-3%	-2%
CN1CCC(N2CCCC(C(=O)O)C2)CC1 (stereo unspecified)
 : -1%	-4%	18%	-16%	-13%	-7	0%	10%	-12%
O=C(COc1ccc(S(=O)(=O)N2CCCC2)cc1[N+](=O)[O-])N1CCCC1
 : -5%	-1%	1%	5%	1%	-6	0%	-4%	-13%
COCCCN1C(=O)C(=O)/C(=C(/O)c2ccc(OCC(C)C)cc2)C1c1cccnc1 (stereo unspecified)
 : 9%	-4%	-11%	-4%	5%	-4	1%	-7%	2%
Cc1ccc(-c2nnc(-c3cccs3)o2)cc1
 : 0%	-4%	20%[57.1 µM]	-4%	-23%	-5	-5%	28%[57.1 µM]	3%
Cc1nn(-c2ccccc2)c2c1cc1c(=O)[nH]c(=O)nc-1n2-c1cccc(C(F)(F)F)c1
 : 0%	-1%	27%	-5%	11%	7	4%	741%[activator]	-12%
Cn1c(CSc2nc3ccccc3n2C)nc2ccccc21
 : 25%	-1%	10%	-22%	-4%	-12	-7%	5%	.
NS(=O)(=O)c1ccc(NC(=O)C2CCCO2)cc1 (stereo unspecified)
 : 6%	-3%	5%	-17%	12%	1	-1%	7%	-8%
CCOCCc1nnc(NC(=O)c2cc(OC)c(OC)c(OC)c2)s1
 : 1%	4%	-13%	-9%	3%	-10	-1%	-11%	7%
Cc1cccc(N2CCN(C(=O)c3cccc(N4C(=O)C5C6C=CC(C6)C5C4=O)c3)CC2)c1C (stereo unspecified)
 : -10%	-1%	8%	-19%	-18%	-1	3%	-5%	-15%
CCOC(=O)c1cc(C#N)c(SCc2cccc3ccccc23)nc1C
 : 3%	-2%	0%	3%	27%	-5	-8%	0%	.
CS(=O)(=O)c1ccc(C(=O)NC(Cc2ccccc2)c2ccccc2)cc1 (stereo unspecified)
 : 5%	0%	23%	-9%	-31%	1	-7%	8%	-1%
Cc1[nH]n(-c2ccccc2)c(=O)c1C=Nc1ccc(S(=O)(=O)Nc2nccs2)cc1
 : ?	-1%	-14%	-16%	1%[11.4 µM]	-1	-5%	-16%	-7%
CC(=O)Nc1ccc(S(=O)(=O)NCCSCc2cccc(Cl)c2)cc1
 : 1%	-3%	-15%	-4%	6%	1	0%	-8%	-7%
O=C(CNCc1ccccc1)NC1C2CC3CC(C2)CC1C3 (stereo unspecified)
 : 5%	1%	12%[57.1 µM]	-27%	-30%	0	1%	-7%[57.1 µM]	1%
COCC(=O)NC1CCN(S(=O)(=O)c2cccc(C(C)=O)c2)CC1
 : 8%	-2%	11%	-23%	-15%	-3	-1%	5%	8%
O=C1OCC2=C1C(c1ccc(F)cc1)c1cc3c(cc1N2)OCO3 (stereo unspecified)
 : -1%	-9%	24%[57.1 µM]	-7%	7%	-4	-24%	54%[activator][57.1 µM]	5%
COc1ccc(N2CC(C(=O)N[C@@H](C)C(=O)NCc3ccccc3OC)CC2=O)cc1 (stereo partly specified)
 : -5%	-3%	15%	-3%	-9%	1	-4%	4%	0%
COc1cc(OC)c(NC(=O)c2cc(C(C)=O)n3ccccc23)cc1Cl
 : 7%	-1%	15%[57.1 µM]	-5%	-22%	0	2%	3%[57.1 µM]	-27%
CSC1=NCCN1C(=O)C12CC3CC(CC(C3)C1)C2
 : 9%	0%	34%[57.1 µM]	0%	-27%	-2	-6%	-5%[57.1 µM]	0%
O=C1[C@H](O)[C@@H](O)C(=O)N1Cc1ccccc1
 : 12%	-1%	4%[57.1 µM]	4%	31%	-5	-3%	14%[57.1 µM]	18%
CCOC(=O)N1CCN(C(=O)C(CC)c2ccccc2)CC1 (stereo unspecified)
 : 8%	-1%	-11%	-21%	4%	-6	1%	-12%	-9%
CCN(CC)CCNc1nc(C(F)(F)F)nc2c1nnn2Cc1ccccc1
 : 0%	-2%	5%	-4%	15%	-2	-1%	1%	5%
O=C(COc1ccccc1O)Nc1ccc(Cl)cc1
 : 10%	-2%	5%	-9%	-11%	-2	-5%	-2%	7%
O=C(c1ccc(N2CCCC2=O)cc1)N1CCN(c2cccc(C(F)(F)F)c2)CC1
 : 1%	-3%	-15%	-9%	-39%	-2	-2%	-10%	4%
COc1ccc(CNCc2ccc3c(c2)n(C)c(=O)n3C)cc1
 : -4%	5%	21%	8%	20%	-4	0%	0%	-5%
Cc1c(NC(=O)C2CCCO2)cccc1[N+](=O)[O-] (stereo unspecified)
 : 0%	3%	10%	-2%	12%	-9	0%	0%	3%
COC(=O)c1ccc2c(=O)n(CCO)c(=S)[nH]c2c1
 : -3%	1%	-11%	8%	-6%	2	-4%	7%	-13%
COc1cccc(OC)c1C(=O)Nc1cc(C)on1
 : -1%	0%	-9%	-5%	15%	-5	2%	-8%	-13%
O=C(CNc1ccc(Oc2ccccc2)cc1)N1CCOCC1
 : 3%	-11%	9%[57.1 µM]	-18%	3%	-17	-1%	-4%	-12%
CC(=O)C(C)n1cnc2scc(-c3ccc(C)cc3)c2c1=O (stereo unspecified)
 : -5%	-2%	17%	-21%	-9%	-5	-6%	0%	0%
Cc1occc1C(=O)Nc1sc2c(c1C(N)=O)CCCCC2
 : 0%	1%	-7%	1%	-22%	-8	1%	5%	.

Two compounds drawn at random from the list so far:
Results follow in this order: IDH1 R132H inh	Glioma ERSR ind	rTrxR1 inhibitor	USP1-UAF1 inh	RGS4 inhibitor	LDHA block	Vif-A3G inh	TrxR1 substrate	Vif-A3F inh
COC(=O)c1ccc2c(=O)n(CCO)c(=S)[nH]c2c1
 : -3%	1%	-11%	8%	-6%	2	-4%	7%	-13%
CC(=O)C(C)n1cnc2scc(-c3ccc(C)cc3)c2c1=O (stereo unspecified)
 : -5%	-2%	17%	-21%	-9%	-5	-6%	0%	0%

The list is partial; count on the stated rates, not on these rows.
